HCMV antiviral – inhibitors of human cytomegalovirus; HFF cells, HCMV-luciferase reporter, 72 h; hits give low values; activity change, negative = inhibition, % at 57.5 µM; 410,000 tested, 4.5% active; AID 1259415; in the data active = activity change below about -60%; inconclusive = no clear call, values can overlap the other calls; inactive = above about -39%
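Human foreskin fibroblasts infected with luciferase-reporter HCMV at MOI 1 PFU/cell, compounds at two doses. Luciferase measured 72 h post infection; normalized to buffer-only basal and Salinomycin (10uM) controls.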
Sm TGR block – blocks Schistosoma mansoni thioredoxin glutathione reductase; purified TGR, DTNB reduction, TNB absorbance 405 nm; Potency, µM (titrated, usually from 114 µM), inactives show at the highest dose activity change, negative = inhibition, most hits filed as inhibitors; 360,000 tested, 3% active; AID 485364; also: potency is read from the fitted curve at half-maximal effect; nearly all actives have a fitted effect of over 60% in size
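Kinetic colorimetric format: TGR-catalysed, NADPH-driven DTNB reduction monitored via TNB absorbance. Enzyme dispensed at 20 nM; compound exposure 15 min at room temperature before reaction start.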
AmpC inh detg – inhibitors of E. coli AmpC beta-lactamase with detergent. P00811. AmpC hydrolysis of nitrocefin, absorbance 480 nm, 0.01% Triton. Potency, µM (highest dose often 114 µM), without a hit: at the top dose activity change, negative = inhibition, hits mostly inhibitors. 370,000 tested, 0.041% active. AID 485294;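 also: potency is read from the fitted curve at half-maximal effect; 0% = no-compound wells and -100% = no-enzyme wells; nearly all actives have a fitted effect of over 25% in size; some results filed as inactive show a strong effect at the top dose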
Target sequence (P00811 whole entry, looked up): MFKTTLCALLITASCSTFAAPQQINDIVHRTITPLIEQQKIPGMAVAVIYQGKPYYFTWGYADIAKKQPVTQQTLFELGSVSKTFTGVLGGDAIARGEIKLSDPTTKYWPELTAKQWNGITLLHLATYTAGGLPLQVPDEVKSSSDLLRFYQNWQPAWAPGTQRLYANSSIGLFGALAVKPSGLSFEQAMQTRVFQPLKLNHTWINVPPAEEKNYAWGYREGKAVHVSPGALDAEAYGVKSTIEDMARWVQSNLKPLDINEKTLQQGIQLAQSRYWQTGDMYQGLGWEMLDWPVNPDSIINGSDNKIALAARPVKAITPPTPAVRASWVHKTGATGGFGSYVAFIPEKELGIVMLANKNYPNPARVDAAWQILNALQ
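20 mM phosphate pH 7.0 + 0.01% (detergent screen) or 0.0001% Triton X-100; 5.3 nM AmpC reagent; cpd preinc 15 min RT; nitrocefin (800 uM stock) to start; A480 q20 s × 4 min; Activity was normalised to no-enzyme and no-compound control wells.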
AMA1 RON2 block – disrupts binding of P. falciparum AMA1 to RON2; AlphaScreen AMA1-biotinylated RON2 peptide binding; AID 720542; 360,000 tested, 0.2% active; Potency, µM (titrated, usually from 58.2 µM), without a hit: at the top dose activity change, negative = inhibition, usual class: inhibitors;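 also: potency is read from the fitted curve at half-maximal effect; 0% = vehicle wells and -100% = peptide control; nearly all actives have a fitted effect of over 45% in size; some results filed as inactive show a strong effect at the top dose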
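AMA1 (3D7) with his tag at 25 nM final met compounds first, then biotinylated RON2 peptide at 25 nM; detection used donor plus acceptor beads, 10 µg/mL apiece, read by AlphaScreen after 30 min at room temperature.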
AmpC inh no detg – AmpC beta-lactamase inhibition without detergent; P00811; AmpC nitrocefin hydrolysis, absorbance 480 nm, 0.0001% Triton; Potency, µM (titrated, usually from 57.1 µM), for inactives: at the highest dose activity change, negative = inhibition, actives largely listed as inhibitors; 330,000 tested, 0.52% active;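 also: potency is read from the fitted curve at half-maximal effect; plate controls were no compound for no effect and no enzyme for full effect; nearly all actives have a fitted effect of over 20% in size; some results filed as inactive show a strong effect at the top dose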
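AmpC (5.3 nM in the dispensed reagent) in 20 mM phosphate pH 7.0 with 0.01% (detergent screen) or 0.0001% Triton X-100 was preincubated with compounds for 15 min at room temperature. Nitrocefin was then added from an 800 uM solution, and hydrolysis was followed at 480 nm.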
FBPA Giardia inh – inhibitors of Giardia lamblia fructose-1,6-bisphosphate aldolase | A8B2U2 | purified Giardia FBPA | Potency, µM (titrated, usually from 59.6 µM), for the others: at the top dose activity, negative = inhibition, usual class: inhibitors | 290,000 tested, 0.71% active | AID 2451; also: potency is read from the fitted curve at half-maximal effect; nearly all actives have a fitted effect of over 55% in size
Target sequence (A8B2U2 whole entry, looked up): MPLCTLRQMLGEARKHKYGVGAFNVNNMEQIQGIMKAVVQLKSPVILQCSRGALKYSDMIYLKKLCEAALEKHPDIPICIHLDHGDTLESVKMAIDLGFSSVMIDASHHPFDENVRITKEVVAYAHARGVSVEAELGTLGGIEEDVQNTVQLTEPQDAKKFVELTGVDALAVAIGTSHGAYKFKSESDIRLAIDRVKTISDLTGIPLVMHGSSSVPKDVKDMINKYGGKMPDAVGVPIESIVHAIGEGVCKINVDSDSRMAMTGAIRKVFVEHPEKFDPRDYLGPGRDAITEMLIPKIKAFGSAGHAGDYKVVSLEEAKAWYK
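40 nM FBPA preincubated 10 min at RT with compound (up to 57.5 uM final), then substrate plus GAPDH/TPI/NAD/arsenate coupling and diaphorase/resazurin added. Fluorescence read after 20 min at RT, 525/598 nm.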
* hit, by the source's call; ? = inconclusive; nt = not tested or not shown; & = joins results of further samples; [ ] = another dose, or the depositor's remark. Unless noted, calls follow the shape of the dose curve; as a rule, active = well fitted curve in the direction sought with a large enough effect; inconclusive = small, poorly fitted or top-dose-only effect, or another doubt; inactive = no such curve, though single readings can be large; an effect the other way counts as inactive or inconclusive. Unless noted, % is scaled to controls: 0 for no effect and ±100 for the full control effect.

The first two compounds, to show the layout:
compound,HCMV antiviral,Sm TGR block,AmpC inh detg,AMA1 RON2 block,AmpC inh no detg,FBPA Giardia inh
Cc1ccc(C)c(NS(=O)(=O)c2cc(C(=O)Nc3cccc(N(C)S(C)(=O)=O)c3)ccc2C)c1,-40,3%,-13%,2%,-56%,7%
Cc1cc(C)nc(SCC(=O)N/N=C/c2cccs2)n1,15,-6%,-6%,7%,-3%,-4%

The whole of this part, from the first entry:
compound,HCMV antiviral,Sm TGR block,AmpC inh detg,AMA1 RON2 block,AmpC inh no detg,FBPA Giardia inh
Cc1ccc(C)c(NS(=O)(=O)c2cc(C(=O)Nc3cccc(N(C)S(C)(=O)=O)c3)ccc2C)c1,-40,3%,-13%,2%,-56%,7%
Cc1cc(C)nc(SCC(=O)N/N=C/c2cccs2)n1,15,-6%,-6%,7%,-3%,-4%
Cc1cc(-c2nnc3n2N=C(c2ccccc2)CS3)n[nH]1,-18,-2%,6%,-12%,-19%,-9%
CCCc1nc(NCCO)c(C#N)c2c1CCCC2,-8,-3%,0%,-14%,19%,5%
Cn1cnnc1Sc1ccc(S(C)(=O)=O)cc1[N+](=O)[O-],16,35µM*,-5%,-1%,12%,-7%
O=C(CSc1nnnn1C1CCCCC1)N1CCOCC1,14,nt,-4%,7%,-11%,6%
c1ccc(Cn2nnc3c(N4CCCC4)ncnc32)cc1,3,7%,?,15%,3%,3%
Cc1onc(NC(=O)NC(=O)c2c(F)cccc2Cl)c1Br,4,52%[activator],-10%,0%,-25%,nt
CCc1nnc(NC(=O)CSc2nnc(CNC(=O)c3ccc(OC)c(OC)c3)o2)s1,-22,-3%,-10%,102%[activator],-20%,3%
CC(=O)Nc1cccc(OCC(=O)NC(C)c2ccc3ccccc3c2)c1 (stereo not drawn),-7,-3%,-10%,-12%,63%[activator],5%
CCCn1nnnc1SCC(=O)N1C(C)CCCC1C (stereo not drawn),-2,-6%,-6%,0%,6%,nt
CC(C)Oc1ccc(C(=O)/C(=C\c2cccs2)c2nc3ccccc3o2)cc1,-73*,4%,-9%,?,-9%,1%

compound,HCMV antiviral,Sm TGR block,AmpC inh detg,AMA1 RON2 block,AmpC inh no detg,FBPA Giardia inh
COC(=O)C(Cc1ccccc1)OS(N)(=O)=O (stereo not drawn),-15,4%,-14%,28%,-14%,6%
O=P(N1CCCCC1)(N1CCCCC1)C(Cl)(Cl)Cl,-3,0%,2%,4%,18%,8%
Cc1ccc2nc(-c3ccc(NC(=O)CN4C(=O)NC(C)(c5ccc(OC(F)F)cc5)C4=O)cc3)sc2c1 (stereo not drawn),?,8%,3%,-16%,-6%,10%
CCCCC[C@H](O)/C=C/[C@H]1C=CC(=O)[C@@H]1C/C=C\CCCC(=O)O,nt,40µM*,?,nt,168%[activator],10%&-2%
COc1ccccc1C(=O)NCC(=O)OCC(=O)Nc1cccc(S(=O)(=O)N(C)C)c1,-13,0%,-3%,-16%,-8%,0%
O=C(Nc1cccc(Cl)c1)N1CCC(CO)(CCOc2ccccc2)CC1,1,4%,-4%,-1%,16%,10%
CCc1cccc(NC(=O)c2cccc3c2C(=O)N(C2CCCCC2)C3)c1,-1,13%&3%,?,-8%,0%,5%
O=C(NC(=O)N1CCC2(CC1)OCCO2)c1ccc(Cl)cc1,-10,-4%,-13%,-17%,-10%,7%
CS(=O)(=O)c1ccc(-c2cn3cc(C(=O)O)ccc3n2)cc1,8,5%,?,19%,-12%,0%
C/C(=N/N=C(/C)c1cccs1)c1cccs1,61,-1%,-2%,-5%,-9%,0%
COc1cccc(NC(=O)CSC2=Nc3ccccc3C3=NC(CC(=O)NC4CCCCC4)C(=O)N23)c1 (stereo not drawn),14,3%,8%,nt,nt,nt
CCn1c(=O)cc(SCC(=O)Nc2cccc(C)n2)c2ccccc21,38,6%,5%,14%,-16%,-5%

compound,HCMV antiviral,Sm TGR block,AmpC inh detg,AMA1 RON2 block,AmpC inh no detg,FBPA Giardia inh
CC(Oc1ccc2c(c1)oc(=O)c1ccccc12)C(=O)NCCCN1CCOCC1 (stereo not drawn),24,2%,6%,2%,-2%,nt
CCOC(=O)C(C)Oc1c(C(=O)OC)sc2ncccc12 (stereo not drawn),7,1%,6%,5%,-9%,-1%
CC(=O)N1c2ccc3ccccc3c2C2C=CCC2C1c1ccc(Br)cc1 (stereo not drawn),nt,-18%,-6%,nt,38%,?
CC(=O)c1ccc(N(C(=O)CNC(=O)c2ccco2)C(C(=O)NC2CCCC2)c2cccnc2)cc1 (stereo not drawn),8,-3%,?,-5%,-3%,-4%
Cc1ccccc1NC(=O)c1ccccc1NC(=O)c1cccs1,6,0%,-8%,5%,-25%,-3%
COc1ccc(S(=O)(=O)Nc2noc3ccccc23)cc1OC,35,7%,-8%,44%[activator],-5%,9%
CCN(CC)Cc1c(C(=O)N/N=C/c2cccc(OCc3ccc(F)cc3)c2)nnn1-c1nonc1N,39,0%,3%,-1%,5%,-21%
CCOC(=O)c1nnn(CC(=O)Nc2ccccc2OC)c1C(=O)OCC,29,-17%,0%,0%,0%,4%
CCN1CCN(c2ccc(S(=O)(=O)N3CCCCC3)cc2NC(=O)/C=C/c2cc(OC)ccc2OC)CC1,5,-14%,-1%,-13%,110%[activator],nt
Cc1cc(Cl)ccc1NC(=O)C1CCN(S(C)(=O)=O)CC1,9,5%,0%,-2%,-18%,6%
COc1cc(/C=C2/C(=O)N(c3ccc(C)c(C)c3)N=C2C)cc([N+](=O)[O-])c1O,40,-2%,-14%,-8%,-21%,1%
Cc1ccc(OCC(=O)N/N=C/c2ccc([N+](=O)[O-])o2)cc1,?,?,-7%,-8%,-23%,-3%

compound,HCMV antiviral,Sm TGR block,AmpC inh detg,AMA1 RON2 block,AmpC inh no detg,FBPA Giardia inh
C=C(C)C(=O)Nc1nnc(-c2cccs2)s1,25,3%,-8%,18%,-39%,2%
Cc1cccc(N/C(=N/S(=O)(=O)c2ccccc2)c2ccccc2)n1,35,-9%,-4%,-1%,-3%,-13%
COC(=O)CN(C#N)c1nc(NC(C)C)nc(OC)n1,-4,-8%,0%,9%,-12%,6%
CCOc1ccc(-c2nn(-c3ccccc3)cc2/C=C(\C#N)S(=O)(=O)c2ccccc2)cc1C,-9,7%,0%,6%,-19%,nt
Cc1cc(C(=O)N/N=C/c2ccccc2[N+](=O)[O-])c(C)o1,95,-6%,2%,8%,-21%,-1%
COc1ccccc1OCC(O)CO (stereo not drawn),5,14%,0%,-3%,-11%,3%&0%
Cc1ccccc1Cn1c(C)cc(C)c(C#N)c1=O,?,5%,-2%,1%,-17%,0%
CC(C)CNC(=O)CSc1n[nH]c(=O)n1CCc1ccccc1,-5,5%,-4%,5%,7%,7%
Cc1ccc(NC(=O)n2ncc3c(C)cccc32)c(C)c1,60&36,-3%&5%,0%&0%,?,-31%,-6%
COc1cc2c(cc1OC)C1O[C@](c3ccsc3)(C2)OC2=C1C(=O)OC1(CCCCC1)C2,nt,?,-7%[22.9 µM],nt,-6%[11.4 µM],4%[12.9 µM]
O=S(=O)(Nc1nc2ccccc2s1)c1ccc(Br)s1,8,-8%,?,-3%,32µM*,16%
Cc1sc2nc(CN3CCOCC3)nc(NS(=O)(=O)c3ccc4c(c3)OCCO4)c2c1C,12,-19%,-16%,5%,19%,-21%

compound,HCMV antiviral,Sm TGR block,AmpC inh detg,AMA1 RON2 block,AmpC inh no detg,FBPA Giardia inh
COC(=O)C1=C(C(=O)OC)[C@@H]2Nc3ccccc3[C@@]23C[C@@H](C(=O)OC)N(C(C)=O)C3=N1,-22,12%,-5%,-3%,79%[activator],2%[12.9 µM]
Cc1cc(OCCn2cncn2)ccc1[N+](=O)[O-],9,-15%,?,10%,-1%,1%
COc1cccc(NC(=O)C(=O)NCC(c2ccc3c(c2)OCO3)N2CCOCC2)c1 (stereo not drawn),73,7%,1%,nt,nt,nt
CCOc1ccc(CC(=O)NCC2(N3CCCCC3)CCCCC2)cc1,?,9%,-5%,3%,-21%,4%
O=C(NCc1ccccc1)c1ccc(NC(=O)c2ccco2)cc1,50,-10%,4%,-2%,25%,nt
Cc1ccc(NS(=O)(=O)c2cc(-c3n[nH]c(=O)c4ccccc34)ccc2C)cc1,?,41%[activator],?,4%,-15%,-19%
Cc1cccc(NC(=O)NC2(C(=O)NCc3ccco3)CCCCC2)c1,-5,5%,2%,1%,-14%,nt
CCc1ccccc1NC(=O)c1ccc(CN2C(=O)CCn3nc(C)cc32)cc1,-2,-2%,17%,nt,nt,nt
CCOC(=O)N1CCN(C(=O)C(CC(C)C)NS(=O)(=O)c2ccc(C)cc2)CC1 (stereo not drawn),-2,-5%,-16%,-2%,31%,nt
CCCCN(C(=O)COC(=O)c1nc2nccc(C)n2n1)C1CCS(=O)(=O)C1 (stereo not drawn),0,-17%,?,-4%,-16%,nt
Cc1ccc(NC(=O)c2cc(S(=O)(=O)N3CCCc4ccccc43)ccc2F)cc1F,?,6%,9%,nt,nt,nt
O=C(CN1C(=O)C2CC=CCC2C1=O)NC1CCCCC1 (stereo not drawn),-18,23%,-1%,1%,-11%,10%

compound,HCMV antiviral,Sm TGR block,AmpC inh detg,AMA1 RON2 block,AmpC inh no detg,FBPA Giardia inh
Cc1nn(C)cc1S(=O)(=O)Nc1ccccc1Br,-15,2%,-4%,-7%,-13%,-1%
CCOC(=O)N1CCC(NC(=O)c2cc3c(-c4cccc(OC)c4)nn(C)c3s2)CC1,-20,-1%,-1%,12%,-5%,1%
C=CCn1c(=O)n2ncnc2c2c3c(sc21)CCCC3,-23,-14%,-5%,-13%,-15%,5%
COCCn1c(SCC(=O)N(C(C)C)C(C)C)nnc1-c1cc2ccccc2cc1O,-11,?,1%,-7%,22%,0%
COC(=O)C1C(c2ccc(Br)cc2)Nc2nnc(C(F)(F)F)n2C1(C)O (stereo not drawn),6,-29%,1%,-17%,-33%,0%
O=C(CSc1nc2ccccc2s1)N/N=C/c1cc([N+](=O)[O-])ccc1O,-6,11%,2%,56%[activator],-56%,15%
O=C(CSc1n[nH]c(-c2ccc(Br)cc2)n1)NC1CCCC1,-35,nt,nt,-3%,-16%,nt
COc1cccc(C(=O)Nc2ccccc2-c2nc(-c3ccc(C)cc3)no2)c1,53,1%,24%,nt,nt,nt
CCN1C(=O)N(S(=O)(=O)C(F)(F)F)[C@@H](c2ccccc2)C(C(=O)OC)=C1C,-12,14%,0%,21%,56%,5%[12.9 µM]
CCCCN(C(=O)NC(=O)Nc1ccccc1C)S(C)(=O)=O,19,2%,?,2%,-19%,1%
CC(=O)Nc1ccc(OCC(=O)N2CCC(Cc3ccccc3)CC2)cc1,5,0%,-8%,18%,62%[activator],7%
O=C(O)c1cc(NC(=O)c2ccc(Br)cc2)cc(NC(=O)c2ccc(Br)cc2)c1,57,-26%,-11%,-4%,-20%,14%
CCN(CC)c1cc(C)c2cc(NC(=O)CNC(C)=O)ccc2n1,108,13%,-9%,7%,0%,1%

Bioassay records from PubChem BioAssay.

Random draw from the library. Share with any hit: about 7.8%.
